Screening results from PubChem.
C diff growth: inhibitors of Clostridium difficile growth; 86,000 tested, 0.25% active; Clostridium difficile clinical isolate growth, OD600, 24 h; hits give low values; growth activity, negative = inhibition, % at 16 µg/mL (by protocol);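 active = mean growth activity at or below -80% and every replicate also at or below -80%; inconclusive = mean at or below -80% but some replicate above -80%; inactive = mean growth activity above -80%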;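 note: 0% = DMSO wells and -100% = levofloxacin 16 µg/mL wells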
Pf Dd2 inh: inhibitors of Plasmodium falciparum Dd2 growth | P. falciparum Dd2 growth, SYBR Green, 72 h; hits give low values | activity change, % at 10 µM | 94,000 tested, 2.3% active; in the data active = activity change below about -80%; inconclusive = no clear call, values can overlap the other calls
KDM4C inh: blocks human GASC-1 (KDM4C) demethylase activity; GST-KDM4C 2-372, H3K9me3 peptide, LANCE TR-FRET; inhibition, % at 12.5 µM; 96,000 tested, 0.15% active;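 active = mean replicate inhibition above about 25%, with at least 55% of replicates also reaching it, limit read from the data, passing the limit was not always enough; inconclusive = only one of those two conditions met; inactive = neither condition met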
Target sequence (Q9H3R0 2-372 limits assumed): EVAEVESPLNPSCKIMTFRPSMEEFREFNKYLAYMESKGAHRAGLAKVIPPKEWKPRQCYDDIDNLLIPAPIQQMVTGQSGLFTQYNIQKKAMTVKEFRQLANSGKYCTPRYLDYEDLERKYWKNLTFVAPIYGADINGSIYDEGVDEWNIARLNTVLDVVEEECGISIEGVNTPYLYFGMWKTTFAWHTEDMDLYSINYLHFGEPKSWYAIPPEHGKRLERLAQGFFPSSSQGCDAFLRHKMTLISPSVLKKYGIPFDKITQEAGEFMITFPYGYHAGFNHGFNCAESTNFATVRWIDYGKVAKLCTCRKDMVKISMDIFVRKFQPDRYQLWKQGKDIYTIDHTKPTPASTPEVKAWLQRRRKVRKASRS
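Test system – GST-tagged GASC-1 (JMJD2C) catalytic fragment, aa 2-372 · Medium – HEPES buffer, pH 7.5, plus ascorbate · Reagent – H3K9me3 peptide with Fe(II)/2OG · Compound – one test concentration per compound · Timing – 30 min reaction, 60 min detection, RT · Technique – TR-FRET with Eu antibody and ULight streptavidin, EDTA stop · Read-out basis – inhibition from TR-FRET ratio decrease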
T cruzi growth: inhibitors of T. cruzi proliferation | T. cruzi beta-gal in NIH3T3, GalScreen luminescence, 90 h | inhibition, % at 8.34 µM | 77,000 tested, 5.9% active | AID 624255;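 active = mean inhibition above about 93%, with at least 55% of replicates each passing it, limit read from the data, passing the limit was not always enough; inconclusive = only one of those two conditions holds; inactive = neither condition holds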
* marks the source's active call; other numbers are inactive results; ? = inconclusive; / = not tested or not shown; & = joins results of further samples.

canonical_smiles	KDM4C inh	T cruzi growth	Pf Dd2 inh	C diff growth
COc1ccccc1C#Cc1ccc([C@H]2[C@@H](CO)N3CCCCN(C(=O)C4CC4)C[C@@H]23)cc1	/	110*	-59	-7
COc1ccc(-c2cnc3c(c2)C(=O)N([C@@H](C)CO)C[C@@H](C)[C@@H](CN(C)Cc2ccccc2)O3)cc1	-1.5	29	-10	-3
C[C@@H]1CN([C@H](C)CO)C(=O)c2cc(NC(=O)CCCN(C)C)ccc2O[C@@H]1CN(C)S(C)(=O)=O	1.0	17	12	2
CS(=O)(=O)Nc1ccc2c(c1)[C@H]1C[C@H](CC(=O)NCc3cc(F)ccc3F)O[C@@H](CO)[C@H]1O2	-0.5	1	18	1
CO[C@H]1CN(C)C(=O)c2cc(NC(=O)C3CC3)ccc2OC[C@H](C)N(Cc2cccc(F)c2)C[C@H]1C	-0.4	63	?	/
CNC[C@@H]1Oc2ncc(-c3cncnc3)cc2C(=O)N([C@H](C)CO)C[C@@H]1C	1.1	/	-3	-4
C[C@@H]1CN([C@@H](C)CO)C(=O)c2cccc(NC(=O)c3ccncc3)c2O[C@@H]1CN(C)S(=O)(=O)c1ccc(F)cc1	-0.7	47	-39	-3
COc1ccc(S(=O)(=O)N(C)C[C@H]2OCCCC[C@H](C)Oc3ccc(NS(=O)(=O)c4ccccc4)cc3C(=O)N([C@H](C)CO)C[C@H]2C)cc1	-0.8	93	/	5
COc1ccc2c3c([nH]c2c1)[C@@H](CO)N(Cc1nccs1)CC31CCN(C(=O)C2CCOCC2)CC1	1.0	/	7	2
COc1cccc(C#Cc2cnc3c(c2)C(=O)N([C@H](C)CO)C[C@H](C)[C@@H](CN(C)C(=O)C2CCC2)O3)c1	-0.9	87	-43	10

canonical_smiles	KDM4C inh	T cruzi growth	Pf Dd2 inh	C diff growth
C[C@@H]1CN([C@@H](C)CO)C(=O)c2cc(NS(=O)(=O)c3ccccc3)ccc2O[C@H]1CN(C)Cc1ccc2c(c1)OCO2	-1.3	60	-3	-2
Cc1ccc(S(=O)(=O)Nc2ccc3c(c2)CC(=O)N([C@@H](C)CO)C[C@H](C)[C@H](CN(C)C(=O)NC2CCCCC2)O3)cc1	1.8	2	15	-12
C[C@@H]1CCCCO[C@@H](CN(C)C(=O)Nc2ccc3c(c2)OCO3)[C@H](C)CN([C@H](C)CO)C(=O)c2cc(NC(=O)C3CCCCC3)ccc2O1	-0.9	58	-70	-5
COc1ccc(NC(=O)Nc2cccc3c2O[C@@H](CN(C)S(=O)(=O)c2ccccc2)[C@H](C)CN([C@H](C)CO)C3=O)cc1	-0.3	27	-2	9
CN1C(=O)c2cc(NC(=O)Cc3cccs3)ccc2OC[C@@H]2O[C@H](CC(=O)NCCc3ccncc3)CC[C@H]21	2.9	-47	/	7
C[C@H](CO)N1C[C@H](C)[C@H](CN(C)Cc2ccc(Cl)c(Cl)c2)Oc2ccc(NC(=O)Nc3ccc(F)cc3)cc2C1=O	0.0	15	13	7
CO[C@@H]1CN(C)C(=O)c2ccc(NC(C)=O)cc2OC[C@@H](C)N(Cc2ccncc2)C[C@@H]1C	/	/	-12	1
C[C@@H]1CN([C@H](C)CO)C(=O)c2cccc(NS(=O)(=O)c3ccc(F)cc3)c2O[C@H]1CN(C)Cc1ccc(Oc2ccccc2)cc1	-0.8	68	-77	/
O=C(C1CC1)N1[C@@H](CO)[C@@H](c2ccccc2)C12CN(Cc1cccc(Cl)c1)C2	3.0	/	-41	-1
CN1CCN(C(=O)C[C@H]2C[C@@H]3c4cc(NC(=O)Nc5ccccc5F)ccc4O[C@@H]3[C@H](CO)O2)CC1	-0.2	7	11	3

canonical_smiles	KDM4C inh	T cruzi growth	Pf Dd2 inh	C diff growth
O=S(=O)(c1ccc(F)cc1)N1CCCCN2[C@H](CO)[C@H](c3ccc(-c4ccccc4)cc3)[C@H]2C1	-0.6	92	-71	43
COc1ccc(NC(=O)Nc2cccc3c2O[C@H](CN(C)C(=O)Nc2ccc(F)cc2)[C@H](C)CN([C@@H](C)CO)C3=O)cc1	-0.4	/	-13	2
CCCNC(=O)N1C[C@H](C)[C@H](OC)CN(C)C(=O)c2ccc(NS(=O)(=O)CC(F)(F)F)cc2OC[C@@H]1C	0.5	3	9	/
CO[C@H]1CN(C)C(=O)c2cccc(C#N)c2OCC[C@@H]2CC[C@@H](OC)[C@@H](CN(C)C(=O)[C@H]1C)O2	-0.7	42	/	-4
C[C@H](CO)N1C[C@H](C)[C@H](CN(C)Cc2ccccc2)Oc2cc(-c3ccccc3)ccc2S1(=O)=O	-3.1	113*	-34	12
C[C@@H]1CCCCO[C@H](CN(C)C)[C@H](C)CN([C@@H](C)CO)C(=O)c2cc(NC(=O)Nc3cccc4ccccc34)ccc2O1	-1.1	74	-37	-1
C[C@H](CO)N1C[C@H](C)[C@H](CN(C)Cc2ccc(Oc3ccccc3)cc2)Oc2ccc(NS(=O)(=O)c3ccc(Cl)cc3)cc2CC1=O	-1.6	29	-87*	62
CNC[C@@H]1Oc2ccc(NC(=O)Cn3cnnn3)cc2C(=O)N([C@@H](C)CO)C[C@@H]1C	-1.3	-12	31	-2
C[C@H]1CN([C@@H](C)CO)C(=O)c2cccc(NC(=O)C3CC3)c2O[C@@H]1CN(C)S(C)(=O)=O	0.2	5	16	-2
C[C@H]1CN([C@@H](C)CO)C(=O)c2cc(NC(=O)Nc3ccc4c(c3)OCO4)ccc2O[C@H]1CN(C)Cc1ccc(C(=O)O)cc1	-0.2	88	-1	-2

canonical_smiles	KDM4C inh	T cruzi growth	Pf Dd2 inh	C diff growth
C[C@@H]1CN([C@@H](C)CO)C(=O)c2cc(Br)cnc2O[C@@H]1CN(C)C(=O)C1CC1	0.2	14	23	1
CN(C)C(=O)c1ccc(-c2ccc3c(c2)[C@H]2[C@H](CCN2C(=O)c2ccccc2F)[C@H](CO)N3)cc1	1.7	59	-9	-1
COc1ccc(NC(=O)N(C)C[C@@H]2Oc3ccc(NC(=O)CCCCCC(=O)Nc4ccccc4N)cc3C(=O)N([C@@H](C)CO)C[C@@H]2C)cc1	-0.4	/	13	-4
COc1cccc(S(=O)(=O)Nc2ccc3c(c2)[C@@H]2C[C@H](CC(=O)N(C)C)O[C@@H](CO)[C@@H]2O3)c1	-2.1	-8	4	0
C[C@@H]1CN([C@@H](C)CO)C(=O)Cc2cc(NC(=O)CCN3CCOCC3)ccc2O[C@H]1CN(C)S(=O)(=O)c1cn(C)cn1	1.3	21	-2	-3
C[C@H](NC(=O)C[C@@H]1CC[C@H](NC(=O)CN2CCOCC2)[C@H](CO)O1)c1ccccc1	0.1	39	4	/
C[C@@H]1CN([C@@H](C)CO)C(=O)Cc2cc(NS(=O)(=O)c3cccs3)ccc2O[C@@H]1CN(C)Cc1ccc(C(F)(F)F)cc1	-0.4	76	-9	-6
Cc1noc(C)c1S(=O)(=O)Nc1ccc2c(c1)CC(=O)N([C@@H](C)CO)C[C@@H](C)[C@@H](CN(C)C(=O)Nc1ccc(F)cc1)O2	-0.5	6	-36	3
N#C[C@H]1[C@@H](c2ccccc2)[C@H](CO)N1C(=O)CN1CCOCC1	-0.3	38	23	-13
C[C@H]1CN([C@@H](C)CO)C(=O)CCCn2cc(nn2)CO[C@@H]1CN(C)Cc1ccccc1	0.5	-21	2	/

canonical_smiles	KDM4C inh	T cruzi growth	Pf Dd2 inh	C diff growth
CN(C)CC(=O)Nc1ccc2c(c1)[C@H]1C[C@@H](CC(=O)NCCc3ccccc3)O[C@@H](CO)[C@H]1O2	-2.5	/	4	5
O=C(Nc1ccccc1F)N1C[C@@H]2[C@H](c3ccccc31)[C@@H](CO)N2C(=O)Cc1cccnc1	3.6	18	3	-7
CN(C)C(=O)C[C@@H]1CC[C@H](NC(=O)Nc2cccc(F)c2)[C@H](CO)O1	1.0	/	11	-1
C[C@@H]1CCCCO[C@@H](CN(C)C)[C@H](C)CN([C@H](C)CO)C(=O)c2cc(NC(=O)CCC(F)(F)F)ccc2O1	0.6	16	22	0
CCCC#Cc1ccc([C@@H]2[C@@H](CO)N(S(=O)(=O)c3cccc(F)c3)[C@H]2C#N)cc1	-2.8	92	-35	-2
CCC(=O)NC[C@@H]1[C@@H](c2ccc(C3=CCCC3)cc2)[C@H](CO)N1C(C)=O	1.4	94	-36	8
CCCC#Cc1ccc([C@@H]2[C@@H](C#N)N(C(=O)C3CCC3)[C@H]2CO)cc1	-0.5	92	-24	8
CO[C@@H]1CN(C)C(=O)c2cc(NC(C)=O)ccc2OC[C@@H](C)N(C(=O)c2ccccn2)C[C@H]1C	-0.3	-33	22	-2
COc1ccc(NC(=O)N(C)C[C@@H]2Oc3c(NS(=O)(=O)c4ccccc4)cccc3C(=O)N([C@H](C)CO)C[C@H]2C)cc1	-0.8	-7	17	/
Cc1ccc(-c2ccc3c(c2)O[C@@H](CN(C)C(=O)Nc2ccccc2)[C@@H](C)CN([C@@H](C)CO)S3(=O)=O)cc1	-4.1	/	-43	7

A second format for part of the listing above.
Below each compound – KDM4C inh, T cruzi growth, Pf Dd2 inh, C diff growth
> CCCC#Cc1ccc([C@@H]2[C@@H](CO)N(S(=O)(=O)c3cccc(F)c3)[C@H]2C#N)cc1
  -2.8, 92, -35, -2
> CCC(=O)NC[C@@H]1[C@@H](c2ccc(C3=CCCC3)cc2)[C@H](CO)N1C(C)=O
  1.4, 94, -36, 8
> CCCC#Cc1ccc([C@@H]2[C@@H](C#N)N(C(=O)C3CCC3)[C@H]2CO)cc1
  -0.5, 92, -24, 8

Other entries.
canonical_smiles	KDM4C inh	T cruzi growth	Pf Dd2 inh	C diff growth
CN1C(=O)c2cc(NC(=O)C3CC3)ccc2OC[C@H]2O[C@@H](CC(=O)NCc3ccccc3F)CC[C@H]21	5.7	/	-5	3
C[C@H](CO)N1C[C@H](C)[C@@H](CN(C)Cc2ccc(F)cc2)Oc2ncc(Br)cc2C1=O	-0.6	11	37	8
C[C@@H]1CN([C@H](C)CO)C(=O)c2c(c3ccccc3n2C)-c2ccccc2CO[C@@H]1CN(C)C(=O)Nc1ccc(F)cc1	-1.7	-4	-35	-5
Cc1ccc(S(=O)(=O)N[C@H]2C=C[C@@H](CC(=O)NCCCN(C)C)O[C@@H]2CO)cc1	2.0	-26	18	0
O=C(c1ccc2c(c1)OCO2)N1C[C@@H]2[C@H](c3ccccc31)[C@@H](CO)N2Cc1cccnc1	0.8	56	-2	3
Cc1ccc(S(=O)(=O)N(C)C[C@H]2Oc3ccc(NS(=O)(=O)c4c(C)noc4C)cc3CC(=O)N([C@H](C)CO)C[C@H]2C)cc1	0.5	54	-6	14
COc1ccc2c3c([nH]c2c1)[C@H](CO)N(C(=O)c1ccccc1)CC31CN(C(=O)NC(C)C)C1	0.5	/	40	-6
C[C@@H]1CN([C@@H](C)CO)C(=O)c2cc(N(C)C)ccc2O[C@@H]1CN(C)S(=O)(=O)c1cn(C)cn1	9.0	18	-4	3
O=C(C[C@@H]1CC[C@@H](NS(=O)(=O)c2ccc(F)cc2)[C@@H](CO)O1)NC1CCC1	-3.4	-33	-1	0
CN(C)C(=O)c1ccc(-c2ccc3c(c2)[C@@H]2[C@@H](CCN2Cc2ccc4c(c2)OCO4)[C@@H](CO)N3)cc1	-2.6	65	-38	-29

canonical_smiles	KDM4C inh	T cruzi growth	Pf Dd2 inh	C diff growth
O=C(C1CCOCC1)N1C[C@@H]2N[C@H](C1)C2c1ccc(-c2cccc(F)c2)cc1 (some centres undefined)	-0.6	/	-5	-7
C[C@H]1CN([C@@H](C)CO)C(=O)c2cc(N(C)C)ccc2O[C@H]1CN(C)S(=O)(=O)c1cccs1	3.9	35	2	0
C[C@H](CO)N1C[C@H](C)[C@@H](CN(C)C(=O)c2cc(Cl)cc(Cl)c2)OCc2ccccc2-c2ccccc2C1=O	2.7	/	-47	-4
CN1CCN(C(=O)C[C@@H]2C=C[C@@H](NS(=O)(=O)c3cccc(F)c3)[C@@H](CO)O2)CC1	1.0	-46	-6	/
C[C@@H]1CCCCO[C@H](CN(C)C(=O)C2CCCCC2)[C@@H](C)CN([C@H](C)CO)C(=O)c2cc(NC(=O)CCC(F)(F)F)ccc2O1	0.5	38	-50	-4
CC(C)CC#Cc1cnc2c(c1)C(=O)N([C@@H](C)CO)C[C@@H](C)[C@H](CN(C)C(=O)c1cccnc1)O2	-1.2	40	-4	5
O=C(C[C@@H]1CC[C@H]2NC[C@H](O)COC[C@@H]2O1)Nc1nccs1	-3.3	-32	/	5&3
COc1ccc(S(=O)(=O)N[C@@H]2CC[C@@H](CC(=O)N3CCN(c4ccccc4)CC3)O[C@@H]2CO)cc1	-0.3	5	-4	-4
O=S(=O)(NC[C@H]1[C@@H](c2ccccc2)[C@H](CO)N1CC1CC1)c1ccccc1	-0.3	29	-12	11
